HDAC3 inhib – HDAC3 deacetylase inhibitors, primary screen, biochemical, fluorescence, cell-free homogeneous; 0.15% of 320,000 active; Histone deacetylase 3 (Homo sapiens), O15379; AID 2718, 2010; recombinant HDAC3, fluorogenic peptide/trypsin coupled; inhibition, % at 8.3 µM; in the data active = inhibition above about 26%, passing the limit was not always enough
Target sequence (O15379 whole entry, looked up): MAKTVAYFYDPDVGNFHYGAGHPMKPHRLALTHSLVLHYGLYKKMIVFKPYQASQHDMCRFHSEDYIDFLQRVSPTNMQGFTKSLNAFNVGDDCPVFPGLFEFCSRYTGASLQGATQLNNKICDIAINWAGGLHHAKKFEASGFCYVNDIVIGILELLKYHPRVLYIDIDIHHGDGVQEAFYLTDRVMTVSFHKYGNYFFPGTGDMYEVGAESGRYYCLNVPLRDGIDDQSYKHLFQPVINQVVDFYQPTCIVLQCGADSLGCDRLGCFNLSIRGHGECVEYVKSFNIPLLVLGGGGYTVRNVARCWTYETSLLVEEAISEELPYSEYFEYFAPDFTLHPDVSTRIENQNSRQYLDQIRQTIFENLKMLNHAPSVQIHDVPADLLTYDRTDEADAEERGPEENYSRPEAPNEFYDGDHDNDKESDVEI
TMEM16A act – TMEM16A chloride channel activators or potentiators, primary screen, cell-based, HTS; B-score at 10 µM; 0.3% of 340,000 active; HEK293 TMEM16A/YFP-H148Q/I152L, iodide quench fluorescence; stronger effect = lower value; Anoctamin-1 (Mus musculus), Q8BHY3;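 active = fluorescence-ratio B-score plate-corrected deviation score at least 3 library SD below zero, with starting fluorescence score within 5 deviations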;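 note: channel opened by trigger with iodide after compound preincubation; score built on the fluorescence ratio of max minus min over baseline; more negative score means more quench and so TMEM16A activation or potentiation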
Numbers without * were called inactive; i = inactive. These rows are one share of the data; count on the stated rates, not on these rows.

SMILES,HDAC3 inhib,TMEM16A act
O=C(COc1ccc(F)cc1Cl)N1CCN(C(=O)c2cccs2)CC1,-2,i
CN(C)S(=O)(=O)c1cccc(NC(=O)CCNC(=O)Nc2ccccc2)c1,1,i
CSCCC(NC(=O)c1ccco1)C(=O)NNC(=O)c1n[nH]c(=O)c2ccccc12 (stereo unspecified),-4,i
Cc1ccc(C(=O)COC(=O)COc2ccccc2O)cc1C,-4,i
CCOC(=O)C1CCN(C(=O)COC(=O)/C=C/c2ccccc2)CC1,3,i
CCOc1ccc(NC(=O)COC(=O)CC2CC3CCC2C3)cc1 (stereo unspecified),-5,i
CN1CC(=O)N2[C@H]3c4ccccc4OC[C@@H]3[C@H](c3ccccc3)[C@]2(C)C1=O,-6,i
COc1cccc(OCC(=O)NC2CCCCCC2)c1,1,i
CC(C(=O)N1CCCC1)N1CCN(S(=O)(=O)c2ccc(OC(F)(F)F)cc2)CC1 (stereo unspecified),-7,i
C[C@H](CO)N1C[C@H](C)[C@@H](CN(C)Cc2ccncc2)Oc2c(NC(=O)Cc3ccccc3)cccc2C1=O,7,i
COc1ccc(S(=O)(=O)Nc2cccc3c2O[C@H](CN(C)C(=O)NC(C)C)[C@@H](C)CN([C@H](C)CO)C3=O)cc1,-3,i
O=C1C=C(c2ccc(-c3ccccc3)c(F)c2)C[C@@H](c2ccc(Cl)cc2)C1,-1,i
O=C(OCC(=O)N1CCCCCC1)c1ccccc1Br,-8,i
CC(=O)NC(C)c1cc(Cl)c2cccnc2c1O (stereo unspecified),-2,i
O=C(Nc1cccc(Cl)c1)C1=CC=CN2CCS(=O)(=O)N=C12,3,i
CC(NC(C)c1ccccc1Cl)C(=O)Nc1cccc(S(=O)(=O)N2CCCCC2)c1 (stereo unspecified),7,i
CC(C)(C)c1ccc(C(=O)CCC(=O)NCc2ccccc2)cc1,-1,i
CC(C)N(Cc1ccccc1)C(=O)COC(=O)c1ccc(S(=O)(=O)N2CCOCC2)cc1,4,i
O=C(CSc1ccccc1)Nc1cccc(S(=O)(=O)N2CCCCC2)c1,2,i
O=C(COC(=O)/C=C/c1ccc(F)cc1)NCC1CCCO1 (stereo unspecified),9,i
CC1CC(C)(C)CC2(C1)NC(=O)N(CC(=O)Nc1c(F)cccc1F)C2=O (stereo unspecified),-2,i
CC1(C)Cc2cccc(OCC(=O)OCC(=O)c3ccccc3)c2O1,-4,i
CCC(C)N(C(=O)CN1C(=O)NC2(CCc3ccccc32)C1=O)C1CCS(=O)(=O)C1 (stereo unspecified),4,i
O=C(NCc1ccco1)c1cc(S(=O)(=O)N2CCCCC2)ccc1Cl,-3,i
COc1ccc(S(=O)(=O)Nc2cccc3c2O[C@H](CN(C)Cc2ccccc2)[C@@H](C)CN([C@H](C)CO)C3=O)cc1,-4,i
Cc1cccn2c(=O)c3cc(C(=O)N4CCN(Cc5ccccc5)CC4)sc3nc12,-1,i
CN(C(=O)CSc1ccc2c(c1)OCCO2)c1ccccc1,3,i
CC(Sc1nc2ncc(Cl)cc2[nH]1)C(=O)NC1(C#N)CCCCC1 (stereo unspecified),3,i
CN(Cc1ccccc1)S(=O)(=O)c1ccc(Cl)c(C(=O)N2CCC2)c1,-2,i
CC(C)n1ncc2c(C(=O)Nc3ccc(S(C)(=O)=O)cc3)cc(C3CC3)nc21,-3,i
CCOC(=O)C1=C(COC(=O)/C=C/c2ccc(O)c(OC)c2)NC(=O)NC1C (stereo unspecified),7,i
CN(CC(=O)Nc1cc(S(=O)(=O)N2CCCC2)ccc1Cl)Cc1ccc2c(c1)OCO2,-8,i
O=C(COC(=O)c1cccs1)Nc1ccc(F)c(F)c1,8,i
O=C(Cn1cc(C(F)(F)F)cc(Cl)c1=O)NCC1COc2ccccc2O1 (stereo unspecified),-1,i
COc1cc(F)c(C2=CC(=O)C[C@H](c3ccc4c(c3)OCO4)C2)cc1F,-14,i
CC1CCCC(C)N1C(=O)COC(=O)CN1C(=O)c2ccccc2C1=O (stereo unspecified),-4,i
O=C(CN1C(=O)NC2(CCCCC2)C1=O)Nc1cccc(S(=O)(=O)N2CCCC2)c1,2,i
O=C(CSc1ccccc1C(=O)N1CCN(c2ccccc2)CC1)N1CCCC1,-7,i
O=C(Nc1ccc(NC(=O)c2ccccc2F)cc1)c1cccs1,-7,i
NC(=O)c1ccsc1NC(=O)CN1C(=O)NC2(CCCC2)C1=O,8,i

Profiles, quoted from the list. Values in the order: HDAC3 inhib | TMEM16A act
COc1cc(F)c(C2=CC(=O)C[C@H](c3ccc4c(c3)OCO4)C2)cc1F as listed: -14 | i
O=C(NCc1ccco1)c1cc(S(=O)(=O)N2CCCCC2)ccc1Cl as listed: -3 | i

(listing goes on)
SMILES,HDAC3 inhib,TMEM16A act
Cc1ccc(NC(=O)CN(C)C(=O)Cn2c(=O)oc3ccccc32)cc1,11,i
Cc1cc(=O)[nH]c(SCC(=O)Nc2cccc(S(=O)(=O)N3CCOCC3)c2)n1,-10,i
O=C(N[C@@H]1C/C=C\C[C@@H](CC(=O)N(CCO)Cc2ccccc2)C(=O)N[C@H](Cc2ccccc2)COC1=O)OCC1c2ccccc2-c2ccccc21,7,i
COc1cccc(C(=O)NCC(=O)OCC(=O)NC2CCCCC2)c1,-3,i
CCCCN(C(=O)c1cccc(N2C(=O)c3ccccc3C2=O)c1)c1c(N)n(CC(C)C)c(=O)[nH]c1=O,-2,i
COc1ccc(S(=O)(=O)N(C)C[C@H]2Oc3ccc(NS(=O)(=O)c4ccccc4)cc3CC(=O)N([C@H](C)CO)C[C@@H]2C)cc1,-1,i
COc1cccc(C(=O)N(Cc2ccco2)c2c(N)n(Cc3ccccc3)c(=O)[nH]c2=O)c1,6,i
COCCN(Cc1ccccc1)C(=O)C1CCN(C(=O)Nc2ccccc2)CC1,-6,i
O=C(N[C@@H]1C/C=C\C[C@@H](CC(=O)N(CCO)Cc2ccccc2)C(=O)NC[C@H](c2ccccc2)OC1=O)OCC1c2ccccc2-c2ccccc21,1,i
COc1ccc(S(=O)(=O)N2CCc3ccccc32)cc1C(=O)NCCc1ccc(S(N)(=O)=O)cc1,3,i
O=C(CSc1nc2ccccc2c(=O)n1CCCN1CCOCC1)NCCc1ccccc1,-3,i
Cc1ccc(C)c(OCCC(=O)Nc2ccc3c(c2)OCO3)c1,6,i
Cc1nn(CC(=O)NC(=O)c2ccccc2)c(C)c1[N+](=O)[O-],2,i
CCN(C(=O)COC(=O)CC(C)c1ccccc1)c1c(N)n(Cc2ccccc2)c(=O)[nH]c1=O (stereo unspecified),1,i
CC[C@@]1(C(=O)OC)N[C@H](CN(C)C(=O)Nc2ccc(F)cc2)[C@@H]2C(=O)N(C)C(=O)[C@@H]21,-2,i
O=c1c(O[C@@H]2O[C@H](CO)[C@@H](O)[C@H](O)[C@H]2O)c(-c2ccc(O)cc2)oc2cc(O)cc(O)c12,7,i
Cc1ccsc1C(=O)OCC(=O)Nc1ccc(Cl)cn1,11,i
Cn1nnnc1Sc1ncnc2scc(-c3cccc4ccccc34)c12,1,i
COc1ccc(S(=O)(=O)N2CCN(C(=O)c3ccc4ccccc4n3)CC2)cc1,3,i
COC(=O)C1CCN(C(=O)COC(=O)c2ccc(N3CCCC3=O)cc2)CC1,4,i

6 records drawn at random from the list so far, as already listed:
SMILES,HDAC3 inhib,TMEM16A act
COc1ccc(S(=O)(=O)N2CCc3ccccc32)cc1C(=O)NCCc1ccc(S(N)(=O)=O)cc1,3,i
O=c1c(O[C@@H]2O[C@H](CO)[C@@H](O)[C@H](O)[C@H]2O)c(-c2ccc(O)cc2)oc2cc(O)cc(O)c12,7,i
O=C(N[C@@H]1C/C=C\C[C@@H](CC(=O)N(CCO)Cc2ccccc2)C(=O)NC[C@H](c2ccccc2)OC1=O)OCC1c2ccccc2-c2ccccc21,1,i
Cn1nnnc1Sc1ncnc2scc(-c3cccc4ccccc34)c12,1,i
COc1ccc(S(=O)(=O)N2CCN(C(=O)c3ccc4ccccc4n3)CC2)cc1,3,i
Cc1ccc(NC(=O)CN(C)C(=O)Cn2c(=O)oc3ccccc32)cc1,11,i

New compounds follow:
SMILES,HDAC3 inhib,TMEM16A act
Cc1n[nH]c(C)c1NC(=O)CSc1nnnn1-c1cccc(F)c1,-3,i
NC(=O)c1ccc(NC(=O)C2CC(=O)N(c3ccc4c(c3)OCCO4)C2)cc1 (stereo unspecified),-2,i
Cc1ccc2c(c1)[C@H]1[C@H](CO2)[C@H](c2ccccc2)[C@]2(C)C(=O)Nc3ccc(Br)cc3C(=O)N12,-3,i
CC(C)N(C)S(=O)(=O)c1ccc(NC(=O)C2=COCCO2)cc1,5,i
CCOC(=O)[C@H]1[C@H]2COc3ccc(Cl)cc3[C@@H]2N2C(=O)[C@@H](CO)NC(=O)[C@@]12C,-3,i
COc1cc(S(=O)(=O)N(C)Cc2ccc3c(c2)OCCO3)ccc1NC(C)=O,0,i
CN(CC(=O)Nc1ccccc1Cl)CC(=O)Nc1cccc2ccccc12,-15,i
O=c1[nH]c(-c2ccc(-c3cccc(Cl)c3)o2)nc2ccccc12,-2,i
N#CCCN(C(=O)CSc1nc2ccccc2c(=O)[nH]1)c1ccc(F)cc1,7,i
Cc1cc(=O)oc2cc(OC(C)C(=O)Nc3ccc(C(N)=O)cc3)ccc12 (stereo unspecified),-7,i
Cc1ccccc1N1C(=O)C2CCCN2C1=S (stereo unspecified),2,i
Cn1nc(C(=O)OCC(=O)Nc2ccc(C(N)=O)cc2)c2ccccc2c1=O,-8,i
CCC(CO)Oc1cc(NC(=O)c2ccc(OC)cc2)c2ncn(C(C)C)c2c1 (stereo unspecified),8,i
COc1ccc(OC)c(NC(=O)COC(=O)CCNc2ccccc2OC)c1,5,i
Cc1ccc(CN2C(=O)C(CC(C)C)Nc3ncnc(N4CCOCC4)c32)cc1 (stereo unspecified),1,i
Cc1ccc(OCC(=O)Nc2ccccc2C(=O)NC2CC2)cc1,7,i
COc1cc(C(=O)NNC(=O)COc2ccc(C)cc2)ccc1OCC(=O)N1CCOCC1,-4,i
Cc1ccc(S(=O)(=O)Nc2nc(CN3CCOCC3)nc3sc(C)c(C)c23)cc1,-2,i
COc1ccc(S(=O)(=O)Nc2ccc3cn[nH]c3c2)cc1[N+](=O)[O-],-6,i
Nc1cc(C(=O)OCC(=O)c2ccc(CC(=O)N3CCOCC3)s2)ccc1Cl,7,i
CC(C)(C)OC(=O)C[C@H]1C/C=C\C[C@@H](CC(=O)N[C@H](CO)Cc2ccccc2)C(=O)NC[C@H](c2ccccc2)OC1=O,1,i
CC(=O)Nc1cccc(NC(=O)/C=C/c2ccc(S(=O)(=O)N3CCOCC3)cc2)c1,3,i
CCN(CC(=O)Nc1c(F)cccc1F)C(=O)c1nn(C)c(=O)c2ccccc12,-1,i
CC(C)C[C@H]1CN=C(N(C)C)N1CCc1cccc(F)c1,2,i
COc1cc(OC)c(C(=O)OCC(=O)Nc2ccc(N3CCOCC3)cc2)cc1OC,-1,i
C=CCn1c(SCC(=O)Nc2ccc3c(c2)OCCO3)nc2cc(C(=O)O)ccc2c1=O,-6,i
CC(=O)c1ccc(NC(=O)[C@@H]2CCCN2C2=NS(=O)(=O)c3ccccc32)cc1,4,i
CCN1CCN(C(=O)c2cc(-c3ccco3)nc3ccccc23)CC1,-83,i
Cc1ccc(/C=C/C(=O)Nc2cc(S(=O)(=O)N3CCOCC3)ccc2N2CCOCC2)cc1,6,i
CC(C)(C)CNC(=O)c1cccc2c1C(=O)c1ccc(N3CCCC3)cc1S2(=O)=O,8,i
CC(C)(C)c1ccc(NC(=O)COC(=O)c2ccc(CN3CCCC3=O)cc2)cc1,10,i
C=CC[C@H](CC(=O)OC(C)(C)C)C(=O)OC[C@H]1CCCN1C(=O)[C@H](CC=C)CC(=O)N(CCO)Cc1ccccc1,2,-5.9*
CN(CC(=O)Nc1ccccc1Br)C(=O)c1cc(Cl)nc2ccccc12,-1,i
O=C(Nc1ccccc1N1CCOCC1)C1=NN(c2c(F)c(F)cc(F)c2F)C(=O)CC1,-3,i
O=C(NNC(=O)c1ccccc1F)c1ccc(S(=O)(=O)N2CCCC2)cc1,-6,i
Cc1nn(-c2ccc(F)cc2)c(Cl)c1C(=O)NCC1CCCO1 (stereo unspecified),-5,i
CC(=O)c1cccc(OC(=O)C2=CC=CN3CCS(=O)(=O)N=C23)c1,-25,i
O=S(=O)(c1ccc(F)cc1)N1CCN(CCOc2ccccc2)CC1,1,i
CC(=O)OC(C)=O,-1,i
Cc1cc(NC(=O)Cn2c(=O)oc3ccccc32)no1,-4,i
CCc1ccccc1Nc1nc(N)nc(COC(=O)C2=COCCO2)n1,-5,i
Cc1ccc(F)cc1S(=O)(=O)Nc1cccc(C(=O)N2CCCC(C(N)=O)C2)c1 (stereo unspecified),3,i
O=C(c1ccco1)N1CCN(C(=O)c2ccccc2OCc2ccccc2)CC1,4,i

Screening data (PubChem BioAssay)
